# Screening results as filed in PubChem.
# IL-1B inflam inh: inhibitors of inflammasome signaling (IL-1 beta secretion); actives 4.7% (n = 360,000); activity change, % at 57.5 µM; THP-1 LPS/ATP IL-1B secretion, AlphaLISA, 16 h; hits give low values; in the data active = activity change below about -50%; inconclusive = mostly about -30% to -49%; also: % is scaled to controls: 0 for no effect and ±100 for the full control effect
#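 THP-1 cells pretreated 1 hr with compounds (up to 57.5 uM final), then stimulated with LPS (250 ng/mL final) plus ATP (1.25 mM final); secreted IL-1B measured by AlphaLISA after 16 hr, decreased signal indicating inhibition.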
# GLP1R cytotox: cytotoxicity counter-screen for GLP-1 receptor inverse agonists; HEK293 cAMP-luciferase reporter cells, luminescence, 24 h; Potency, µM (doses to about 38.3 µM), for the others: at the highest dose activity change, negative = inhibition, usual class: inhibitors; actives 0.13% (n = 410,000); AID 624418;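 also: loss of luciferase light is scored as toxicity; potency is read from the fitted curve at half-maximal effect; % is scaled to controls: 0 for no effect and ±100 for the full control effect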
#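 Quantitative HTS format, 1536 wells, 200 cells/uL seeded. Compounds: 23 nL, 24 h, 37 °C. Detection: luciferase reagent, luminescence at 12 min RT; decreased signal taken as cytotoxic.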
# SW480 rereplic: induces DNA re-replication in SW480 colon adenocarcinoma cells; Potency, µM (titrated, usually from 46.1 µM), for inactives: at the top dose re-replication activation, hits mostly activators; actives 1.8% (n = 340,000); AID 624297; SW480 DNA re-replication, Hoechst DNA content imaging, 48 h; also: potency is read from the fitted curve at half-maximal effect; % of control where 0% means no effect; nearly all actives have a fitted effect of over 55% in size
#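 250 cells/well; 23 nL cpd via pin tool; 48 hr, 37 C, 5% CO2; Hoechst 40 min; imager read of total nuclear intensity, ex 405/em 500-530 nm.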
# KB-V1 cytotox: kills drug-selected multidrug resistant KB-V1 cells. KB-V1 MDR cells viability, CellTiter-Glo, 72 h. Potency, µM (highest dose often 46.1 µM), without a hit: at the highest dose activity change, negative = cytotoxicity, hits mostly cytotoxic. actives 3.4% (n = 400,000). AID 1347076; also: potency is read from the fitted curve at half-maximal effect; % is scaled to controls: 0 for no effect and ±100 for the full control effect; nearly all actives have a fitted effect of over 60% in size
#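 Drug-selected KB-V1 cells, grown in DMEM lacking phenol red with 10% FBS, receive compound titrations; after three days at 37 degrees C, surviving cell ATP is quantified by CellTiter-Glo luminescence and responses normalized and curve-fitted.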
# KB-3-1 cytotox: KB-3-1 parental cell cytotoxicity. KB-3-1 viability, CellTiter-Glo ATP luminescence, 72 h. Potency, µM (titrated, usually from 46.1 µM), for the others: top-dose activity change, negative = cytotoxic, most hits filed as cytotoxic. actives 1.4% (n = 400,000). AID 1347075; also: potency is read from the fitted curve at half-maximal effect; % is scaled to controls: 0 for no effect and ±100 for the full control effect; nearly all actives have a fitted effect of over 60% in size
#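 KB-3-1 parental drug-naive adenocarcinoma cells in DMEM/10% FBS, incubated 72 h at 37 C with pin-transferred compounds across a concentration series. Viability by CellTiter-Glo luminescence; concentration-response curves fitted after normalization.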
# MCF10A rereplic: DNA re-replication induction in MCF 10a cells. MCF 10A DNA re-replication, Hoechst nuclear intensity, 48 h. Potency, µM (series often up to 46.1 µM), for the others: top-dose activity, positive = re-replication, usual class: activators. actives 2.9% (n = 350,000); also: potency is read from the fitted curve at half-maximal effect; % of control where 0% means no effect; nearly all actives have a fitted effect of over 50% in size
# DRD3 agonist: agonists of human D3 dopamine receptor; max activation, %; D3R DiscoveRx beta-arrestin cells, luminescence, 90 min; actives 0.58% (n = 410,000); P35462; in the data active = max activation above about 30%; also: 0% is about no effect; mostly tested at two doses, the higher about 12 µM
# Target sequence (P35462 whole entry, looked up): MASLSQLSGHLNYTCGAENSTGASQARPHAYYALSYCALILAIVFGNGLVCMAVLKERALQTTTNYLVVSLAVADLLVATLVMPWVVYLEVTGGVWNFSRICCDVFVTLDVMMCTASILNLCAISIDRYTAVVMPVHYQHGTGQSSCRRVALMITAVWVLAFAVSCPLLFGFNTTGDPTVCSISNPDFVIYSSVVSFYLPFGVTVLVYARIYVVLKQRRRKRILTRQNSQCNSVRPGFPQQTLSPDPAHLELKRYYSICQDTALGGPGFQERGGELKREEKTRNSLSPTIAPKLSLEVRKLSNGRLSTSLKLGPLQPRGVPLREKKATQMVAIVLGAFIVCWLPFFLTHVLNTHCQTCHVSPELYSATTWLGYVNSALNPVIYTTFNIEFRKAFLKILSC
#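 Agonist mode: compounds and dopamine controls were applied to plated cells for 90 min at 37 degrees C after an overnight attachment at 1500 cells/well. Luminescent read-out followed 30 - 60 minutes at room temperature with DiscoveRx detection reagent.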
# HT1080 IDH1KD tx: HT-1080 IDH1 knockdown cell toxicity (counter line) | HT-1080 IDH1 knockdown viability, ATP luminescence, 48 h | actives 2% (n = 360,000) | Potency, µM (series often up to 46.1 µM), inactives show top-dose activity, negative = toxicity, usual class: cytotoxic | AID 686971;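 also: potency is read from the fitted curve at half-maximal effect; 0% = DMSO wells and -100% = cell-free medium wells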
#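 Using the IDH1-knockdown HT-1080 line run in the same batch and compound series as the NT line, viability after 48 h at 37 °C was determined by CellTiter-Glo luminescence and expressed as % activity.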
# HT1080-NT tox: kills 2HG-producing HT-1080-NT fibrosarcoma cells. HT-1080-NT fibrosarcoma viability, CellTiter-Glo ATP luminescence, 48 h. Potency, µM (doses to about 46.1 µM), for inactives: top-dose activity, negative = less viability, most hits filed as cytotoxic. actives 1.6% (n = 360,000). AID 686970;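 also: NT is the 2HG producing partner of a matched IDH1 knockdown line; potency is read from the fitted curve at half-maximal effect; 0% = DMSO-treated cells and -100% = media-only wells without cells; nearly all actives have a fitted effect of over 55% in size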
#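 Fibrosarcoma NT cells, 750 per well in 5% FBS RPMI, were exposed to compound for 48 hours. Viability: CellTiter-Glo luminescence.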
# * = called active by the depositor; i = inactive; ? = inconclusive; · = no result given; [ ] = remark or other dose. Unless noted, calls follow the shape of the dose curve; as a rule, active = well fitted curve in the direction sought with a large enough effect; inconclusive = small, poorly fitted or top-dose-only effect, or another doubt; inactive = no such curve, though single readings can be large; an effect the other way counts as inactive or inconclusive.
SMILES,IL-1B inflam inh,GLP1R cytotox,SW480 rereplic,KB-V1 cytotox,KB-3-1 cytotox,MCF10A rereplic,DRD3 agonist,HT1080 IDH1KD tx,HT1080-NT tox
CC(C)N1CCC(N2CCN(CCCc3ccccc3)CC2CCO)CC1 (stereo not drawn),-13,-5%,?,?,2%,?,-8,?,-21%
COc1cc(/C=N/n2nnnc2N)ccc1OC(C)C,17,-4%,-2%,-10%,4%,-1%,10,5%,3%
Cc1ccc(NC(=O)CCC(=O)NNC(=O)c2ccco2)c(C)c1,10,-3%,-12%,-1%,-1%,-3%,-5,13%,2%
CC1CCCCN1Cc1c(O)ccc2c(=O)c(-c3nc4ccccc4s3)coc12 (stereo not drawn),-25,0%,29%,-21%,?,?,-8,?,?
Cc1cc(-c2ccc(S(=O)(=O)N(C)Cc3ccccc3)cc2)on1,18,-4%,7%,-10%,2%,0%,-1,-3%,8%
CN(C)C(=O)c1ccc(NC(=O)COc2cccc3c2OC(C)(C)C3)cc1,-3,0%,-19%,?,28%,5%,6,0%,6%
CC(=O)NS(=O)(=O)c1ccc(NC(=S)NC(=O)CC(C)C)cc1,31,4%[7.66 µM],0%,17%,8%,13%,0,-9%,-3%
Cc1ccc(NC(=O)CSc2nnc(-c3ccccn3)n2N)cc1F,2,-26%,-3%,-14%,5%,-1%,8,?,-29%
COc1cccc(CN(C)CC(=O)NC(=O)NCc2ccccc2)c1,-5,74%[activator],-3%,21µM*,-11%,19%,-6,-1%,-1%
O=C(Cc1ccc(NC(=O)N2CCSc3ncccc32)cc1)NCc1ccccc1Cl,·,9%,·,?,?,·,2,·,·
CC(C)CC(=O)Nc1ccc(N2CCN(C(=O)c3cccs3)CC2)cc1,-12,3%,3%,-26%,2%,-3%,0,14%,17%
COC(=O)[C@@]12C[C@@H](CC(=O)N3CCSCC3)C(=O)N(Cc3ccco3)C1=CCC(C)(C)C2,-14,3%,·,?,11%,·,-15,-2%,11%
O=C(Nc1ccc(S(=O)(=O)N2CCOCC2)cc1)c1ccccc1,-6,-2%,-7%,-10%,-1%,-3%,7,-4%,1%
CC(C)[C@@H]1CC2=C(C(=O)OC(C)(C)O2)[C@H](CCc2ccccc2)O1,17,24%,·,-9%,-19%,·,-12,16µM*,-15%
Fc1ccc(OCCn2cnc(Cl)c2Cl)cc1,-26,2%,4%,-1%,0%,-1%,-1,2%,4%
O=C(OCC1OC(n2ccc(=O)[nH]c2=O)C2OC12)c1ccccc1 (stereo not drawn),-3,-11%,4%,9%,2%,-2%,3,10%,14%
O=C(O)c1ccc(-c2noc(-c3cccc(Cl)c3)n2)cc1,·,·,?,-4%,0%,-84%[inhibitor],·,·,·
CC1CCN(C(=O)c2cccc(S(=O)(=O)N3CCCCC3)c2)CC1,0,3%,-19%,-11%,-22%,-10%,1,0%,7%
COC(=O)c1ccc(N(C(=O)CNC(=O)c2ccco2)C(C(=O)NC2CCCC2)c2ccco2)cc1 (stereo not drawn),7,-3%,1%,11%,5%,?,4,0%,-5%
COc1ccc(N2C(=O)CSC2c2ccccc2F)c(OC)c1 (stereo not drawn),-18,?,1%,4%,-16%,-1%,-12,-9%,5%
Cc1nn(-c2cc(N3CCCCCC3)ccc2[N+](=O)[O-])c(=O)c2ccccc12,-3,?,11%,3.7µM*,6%,12%,-34,11%,0%
CC(=O)c1ccc(NC(=O)C2CC(c3ccc(F)cc3)=NO2)cc1 (stereo not drawn),4,3%,-1%,5%,10%,-1%,3,-1%,12%
CCC[C@@H](O)c1cc2cc(OC)c(OC)cc2c(=O)o1,-14,8%,-3%,-4%,5%,3%,-4,-1%,4%
O=C(NN1CCOCC1)c1cc(-c2ccc(Br)s2)nc2ccccc12,12,-34%,-6%,2%,2%,11%,1,12%,5%
CN1OC[C@@H]2CN(Cc3ccc(Cl)cc3)[C@H](c3ccc(N4CCCCC4)cc3)C[C@@H]21,-20,3%,·,-19%,-2%,·,-8,1%,-4%

# Full records, looked up by structure. Order of screens: IL-1B inflam inh | GLP1R cytotox | SW480 rereplic | KB-V1 cytotox | KB-3-1 cytotox | MCF10A rereplic | DRD3 agonist | HT1080 IDH1KD tx | HT1080-NT tox
# COC(=O)c1ccc(N(C(=O)CNC(=O)c2ccco2)C(C(=O)NC2CCCC2)c2ccco2)cc1 (stereo not drawn) is entered as 7 | -3% | 1% | 11% | 5% | ? | 4 | 0% | -5%
# O=C(OCC1OC(n2ccc(=O)[nH]c2=O)C2OC12)c1ccccc1 (stereo not drawn) is entered as -3 | -11% | 4% | 9% | 2% | -2% | 3 | 10% | 14%
# COc1cccc(CN(C)CC(=O)NC(=O)NCc2ccccc2)c1 is entered as -5 | 74%[activator] | -3% | 21µM* | -11% | 19% | -6 | -1% | -1%
# O=C(NN1CCOCC1)c1cc(-c2ccc(Br)s2)nc2ccccc12 is entered as 12 | -34% | -6% | 2% | 2% | 11% | 1 | 12% | 5%
# Cc1cc(-c2ccc(S(=O)(=O)N(C)Cc3ccccc3)cc2)on1 is entered as 18 | -4% | 7% | -10% | 2% | 0% | -1 | -3% | 8%

# Other entries.
SMILES,IL-1B inflam inh,GLP1R cytotox,SW480 rereplic,KB-V1 cytotox,KB-3-1 cytotox,MCF10A rereplic,DRD3 agonist,HT1080 IDH1KD tx,HT1080-NT tox
CCOC(=O)N1CCN(c2c(N3CCN(c4cc(C)ccc4C)CC3)c(=O)c2=O)CC1,-12,-3%,-10%,7%,4%,0%,-1,21%,7%
CC(=O)Nc1nonc1-c1nnc(SCc2ccc(F)cc2)n1C,·,-1%,·,-12%,0%,·,-6,·,·
O=C(CNC(=O)c1ccccc1Cl)N/N=C/c1ccc([N+](=O)[O-])s1,-56*,?,?,?,2.6µM*,-3%,6,23µM*,?
CCOC(=O)N1CCN(S(=O)(=O)c2ccc(OC)c(Cl)c2Cl)CC1,-3,4%,4%,-29%,2%,-4%,1,-8%,-9%
COCCCNc1nc2ccccc2nc1NS(=O)(=O)c1ccc(C)cc1,32,4%,1%,-3%,6%,4%,2,15%,6%
CCOC(=O)N1CCN(C(=O)C2CCN(S(=O)(=O)c3cc(Cl)ccc3Cl)CC2)CC1,12,-11%,-3%,?,-8%,3%,1,2%,0%
Cc1ccc(NC(=O)COC(=O)C2(CC(=O)NC(C)(C)C)CCCC2)cc1C,-92*,5%,1%,-26%,-8%,21%,-1,-14%,-13%
COc1ccc(C(=O)C2CCCN(C(=O)c3noc4c3CCCC4)C2)c(C)c1 (stereo not drawn),-23,-4%,-31%[inhibitor],-5%,2%,?,4,6%,-1%
COc1ccc(OC)c(S(=O)(=O)ON2C(=O)c3ccccc3C2=O)c1,-13,-31%,?,0%,?,6.5µM*,-20,4.1µM*,?
Cc1ccc(Nc2nc(-c3cccnc3)cs2)cc1C,-23,-5%,-4%,-10%,6%,0%,2,-3%,-19%
CC(=O)N(C(C)=O)n1c(/C=C/c2cccc([N+](=O)[O-])c2)nc2ccccc2c1=O,0,-16%,8%,3%,4%,-7%,6,4%,7%
OCC[C@H]1C[C@@H](O)[C@H](O)[C@]2(OCc3ccccc32)O1,22,-5%,-27%[9.22 µM],?,?,3%,11,10%,-1%
O=C(Nc1cc(Cl)ccc1C(=O)O)c1ccc(CN2C(=O)c3ccccc3C2=O)cc1,27,3%,15%,-20%,-13%,12%,-5,-5%,?
O=C(Cn1c(=O)oc2ccc(Cl)cc21)NC1CCCCC1,-8,-15%,-2%,-10%,4%,-9%,1,-7%,5%
COc1cc2c(cc1OC)CN(C(=S)Nc1ccccc1Cl)CC2,-61*,-25%,16%,?,-2%,7%,2,-10%,-2%
CO/N=C/C(C#N)=C/c1cc(C(=O)c2ccccc2)cn1C,-12,-6%[7.66 µM],3%,0%,0%,15%,0,-18%,-13%
Cc1cc(C(=O)NC2CCCc3c2cnn3-c2cccc(C)c2C)no1 (stereo not drawn),-3,-13%,0%,?,1.8µM*,24%,18,?,-25%
CCOc1ccc(NS(=O)(=O)c2ccc3c(c2)CCN3C(=O)CCC(=O)O)cc1,0,4%,-4%,-5%,6%,-1%,5,-3%,6%[9.24 µM]
COc1ccc(/C=C(\NC(=O)c2ccccc2)C(=O)OCC2CCCN3CCCCC23)cc1OC (stereo not drawn),-16,-8%,8%,-21%,6%,?,-6,9%,13%
Cc1cc(=O)n2nc(N3CCC(C(=O)N4CCN(C)CC4)CC3)sc2n1,7,10%,-5%,?,4%,12%,6,3%,11%
CN(CCc1ccccn1)C1CCCN(S(=O)(=O)c2ccccc2)C1 (stereo not drawn),i,13%,-48%[inhibitor],?,0%,10%,-3,-2%,-2%
Cc1noc(C)c1COc1ccc(C(=O)OCC(=O)Nc2c(C)n(C)n(-c3ccccc3)c2=O)cc1,39,5%,16%,21%,2%,-13%,2,9%,0%
CCOC(=O)c1cc2c(c(-c3ccccc3)n1)[C@H](CCO)N(S(=O)(=O)C(C)(C)C)C2,-15,4%,-70%[inhibitor],0%,0%,11%,26,10%,6%
CCCc1[nH]nc2c1C(c1cccnc1)C(C#N)=C(N)O2 (stereo not drawn),-15,-2%,-5%,?,13%,-2%,1,13%,20%
COc1ccccc1NC(=S)NC(=O)C(C)C,3,4%,-4%,5%,?,-2%,-2,?,?
CCOC(=O)N1CCC(N2CCCC(CO)(Cc3cccc(Cl)c3)C2)CC1 (stereo not drawn),-17,-22%,4%,?,-7%,?,-4,-17%,-23%
Cc1ccc(S(=O)(=O)NCCC(c2ccccc2)c2ccco2)cc1 (stereo not drawn),0,51%[activator],-4%,23µM*,-27%,6%,-3,-6%,-1%
COc1ccc(-c2cc(C(=O)NN)n(-c3ccccc3)n2)cc1,-4,20%,-4%,29%,2%,11%,-7,13%,11%
O=C(NCC(=O)N1CC=C(c2ccccc2)CC1)c1ccc(OC(F)F)cc1,25,-29%,?,13µM*,?,8.2µM*,6,-16%,?
CNC(=O)c1[nH]cnc1C(=O)Nc1cccc(C)c1,43,-21%,0%,3%,-1%,12%,-1,5%,14%
